# 14-3-3 PPI: modulators of 14-3-3 gamma protein binding, primary screen, biochemical, fluorescence polarization; 14-3-3 protein gamma (Homo sapiens), P61981; FP, 14-3-3gamma / TMR-pS259-Raf peptide binding; inhibition, % at 40 µM; hit rate 0.19% among 160,000; AID 422, 2006; in the data active means inhibition above about 30%;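 further: 0% = protein plus tracer without compound and 100% = blank with tracer alone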
# Target sequence (P61981 whole entry, looked up): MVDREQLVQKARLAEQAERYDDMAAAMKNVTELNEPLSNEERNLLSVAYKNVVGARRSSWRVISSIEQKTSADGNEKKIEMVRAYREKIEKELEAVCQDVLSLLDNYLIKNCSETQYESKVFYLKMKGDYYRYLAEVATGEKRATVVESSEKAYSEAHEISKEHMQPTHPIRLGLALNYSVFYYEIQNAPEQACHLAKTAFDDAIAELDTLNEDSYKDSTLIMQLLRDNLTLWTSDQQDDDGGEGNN
# * hit, by the source's call; & = joins results of further samples. This is a subset; rates above refer to the full screens.
Molecule	14-3-3 PPI
CCCCC(=O)Nc1ccc(S(=O)(=O)N2CCCCC2c2cccnc2)cc1 (stereo unspecified)	-7.5
Cc1ccc(S(=O)(=O)CCC(=O)Nc2ccc3c(c2)OCO3)cc1	-6.6
Cc1sc2ncn(CC(=O)NCC(=O)N3CCCC3)c(=O)c2c1C	-1.8
COC(=O)c1ccccc1NC(=O)CSc1nnc(COc2cccc(OC)c2)n1C	0.0
Cc1cccc(N2C(=O)CSC23CCC(C(C)(C)C)CC3)c1 (stereo unspecified)	2.5
O=C(Nc1cc(C(F)(F)F)ccc1N1CCOCC1)c1cncc(Br)c1	-6.7
CCOC(=O)Cn1c2ccccc2c2nc3ccccc3nc21	-4.2
COCCNS(=O)(=O)c1cccc(C(=O)Nc2ccccc2[N+](=O)[O-])c1	-3.4
CCOC(=O)/C=C1\Nc2ccccc2SC1=O	-12.2
Cc1cc(NC(=O)CSc2nc(-c3ccco3)cc(C(F)(F)F)n2)n(-c2ccccc2)n1	11.0

# (list continues)
Molecule	14-3-3 PPI
CCOc1cc(C2NC(=O)NC(C)=C2C(=O)OC(C)CC)cc(Br)c1O (stereo unspecified)	2.0
CC(=O)N1CCc2cc(C(=O)CN3CCN(c4ccccc4F)CC3)ccc21	-4.7
C=CCn1c(-c2ccccc2)csc1=Nc1ccc(O)cc1	5.3
CC1(C)OC(=O)C(=CNc2ncccn2)C(=O)O1	3.1
Cn1c(=O)n(Cc2ccccc2)c(=O)c2c1nc(N1CCCC1)n2Cc1ccccc1	-11.8
CCOc1ccc(NC(=O)CSc2nc3ccccc3n2S(=O)(=O)c2ccccc2)cc1	2.6
O=C1CN2C(=N1)N(Cc1ccccc1)c1ccccc12	-5.3&-8.2
O=C(CCn1c(=S)[nH]c2ccccc2c1=O)N1CCOCC1	-2.1&-3.2
Cc1ccc2[nH]c3c(NCCCN4CCCC4=O)ncnc3c2c1	-16.3
C=CCN1CCN(C(c2cc(OC)ccc2OC)c2nnnn2CC2CCCO2)CC1 (stereo unspecified)	8.9

# (further entries)
Molecule	14-3-3 PPI
Cc1c(C2Nc3ccccc3NC3=C2C(=O)CC(C)(C)C3)cnn1C (stereo unspecified)	2.3&-7.9
O=C1c2ccccc2C(=O)c2c1oc1c3c(ccc21)OCN(Cc1ccccn1)C3	-7.0
Fc1ccc(-c2noc(C3CCN(Cc4cccnc4)CC3)n2)cc1	0.6
O=c1c2ccccc2nc2c3ccccc3c(NCc3cccnc3)nn12	-15.3
CCOC(=O)c1cc2c(=O)n3cccc(C)c3nc2n(CCc2ccc(OC)c(OC)c2)c1=N	-8.7
CCN1CCN(CCCNC(=O)C2CCCN(c3nnc(-n4cccc4)s3)C2)CC1 (stereo unspecified)	0.0
COCc1cc(C)c2c(n1)sc1c2nc(C)n2c3ccccc3nc12	-5.5
O=C(NCCc1ccccc1)c1ccc2c(c1)[nH]c(=S)n1c3ccccc3nc21	-21.5
CN(CCNC(=O)Cn1c(=O)sc2ccccc21)Cc1ccccc1	-2.8
OCC1OC(Nc2cccc3ccccc23)C(O)C(O)C1O (stereo unspecified)	3.6

# Additional compounds follow:
Molecule	14-3-3 PPI
Cc1cc(-c2ccccc2)nc(Nc2nc(C)c3cc(C)c(C)cc3n2)n1	-15.1
Cc1cc(C)n2c(SCCN3C(=O)c4ccccc4C3=O)nnc2n1	-4.7
COCCn1c(SCC(N)=O)nnc1-c1c[nH]c2ccccc12	1.3
C=CCN(C(=O)c1ccc2snnc2c1)c1ccccc1	3.6
NS(=O)(=O)c1ccc(CCNC(=O)Cc2ccccc2[N+](=O)[O-])cc1	-1.9
COc1ccccc1-c1coc2cc(O)cc(O)c2c1=O	2.1
N#Cc1c(-c2ccccc2)cc(-c2cccs2)nc1SCC(=O)NCc1ccccc1	-21.8
Cc1ccc(Cl)c2c1NC(=O)C2(O)CC(=O)c1ccccc1O (stereo unspecified)	-7.4
Cc1ccc(C(C)C)c(OCC(=O)Nc2ccc3nn(-c4ccccc4)nc3c2)c1	-8.9
Cc1sc(NC(=O)c2oc3ccccc3c2C)c(C#N)c1C	-29.8

# The last 2 compounds of the part above lead into the next.
Molecule	14-3-3 PPI
Cc1ccc(C(C)C)c(OCC(=O)Nc2ccc3nn(-c4ccccc4)nc3c2)c1	-8.9
Cc1sc(NC(=O)c2oc3ccccc3c2C)c(C#N)c1C	-29.8
COc1ccc(CC(=O)Nc2c3c(nn2-c2cccc(C)c2C)CS(=O)(=O)C3)cc1OC	-10.9
COc1ccc(C2=NN(S(C)(=O)=O)C(c3ccc(C)cc3)C2)cc1 (stereo unspecified)	-248.2
COc1ccc(N2C(=O)CC(Nc3ccc(OC(F)(F)Cl)cc3)C2=O)cc1 (stereo unspecified)	1.8
O=C(CSc1nc2c([nH]c3ccccc32)c(=O)n1-c1ccc(F)cc1)N1CCCC1	-4.4
Cc1ccc(-c2nn(C)c(=O)c3ccccc23)cc1S(=O)(=O)N1CCCC1	-3.5
COc1cc2[nH]c(=S)nc(NCCCN3CCN(c4ccccc4F)CC3)c2cc1OC	0.3
CC(C)Oc1ccccc1OCCn1c(-c2ccc(Cl)cc2)nc2ccccc2c1=O	-4.4
O=C(Nc1ccon1)c1cc(-c2ccccc2)nc2ccccc12	6.0
CCC(C)(C)n1nnnc1C(c1cc2cc(OC)ccc2[nH]c1=O)N1CCc2ccccc21 (stereo unspecified)	-1.4
CCOC(=O)CN1N=C(c2ccccc2)CCC1=O	-10.1

# (listing goes on)
Molecule	14-3-3 PPI
O=C(Oc1ccc(N(C(=O)c2ccncc2)S(=O)(=O)c2ccc(Cl)cc2)cc1)c1ccncc1	2.8
COc1cc(Cl)ccc1Nc1ncc(C(=O)Nc2ccc3c(c2)OCO3)c2ccccc12	-29.9
CCOCCn1c(SCC)nc2c1c(=O)[nH]c(=O)n2C	-2.7&-11.8
CC1=C(C(=O)OC(C)(C)C)C(c2ccccc2F)NC(=O)N1 (stereo unspecified)	5.7
COc1ccc(CNC(=O)c2cc(S(=O)(=O)N3CCOCC3)ccc2F)cc1	-8.2
COc1ccc(S(=O)(=O)NC(C)C(=O)Nc2ccccc2F)cc1 (stereo unspecified)	-17.2
N#Cc1c(SCc2ccc(F)cc2)nc2c(c1-c1cccs1)CCC2	-29.8
CC1(C)CC(=O)C2=C(C1)c1c(ccc3ccccc13)NC2c1ccccc1Cl (stereo unspecified)	7.0
O=C(c1ccc(Br)o1)N1CCN=C1SCc1cccnc1	-3.0
COc1ccc(NC(=O)C(Cc2ccccc2)N2C(=O)c3ccccc3C2=O)cc1 (stereo unspecified)	1.5

# Next section.
Molecule	14-3-3 PPI
COc1cc2c(C(=O)N3CCOCC3)cn(CC(C)C)c(=O)c2cc1OC	-6.2
COc1ccc(-c2ccc(=O)n(CC(=O)NCCc3ccccc3)n2)cc1	1.1
CCN(CC)c1nc2n(c(=O)n1)CCO2	2.0
COc1ccccc1CNC(=O)C1CCN(S(=O)(=O)c2cccc3nsnc23)CC1	-9.5
O=C(NCc1ccccc1)c1cccc(C(=O)NCc2ccccc2)c1	1.6
Cc1ccc(OCC(=O)N2CCCCC2)c(Br)c1	-7.0
O=C(Cc1cccs1)OCC(=O)c1ccco1	-5.8
O=C(CCn1c(=S)[nH]c2cc3c(cc2c1=O)OCO3)NC1CCN(Cc2ccccc2)CC1	-16.2
Cc1ccc2sc(-c3ccc(NCc4ccncc4)cc3)nc2c1	-4.9
COc1cccc(-c2nn(C)c3sc(C(=O)Nc4cccc(Cl)c4)cc23)c1	-14.1

# Going on with the list.
Molecule	14-3-3 PPI
O=C(Cc1ccccc1)Nc1ccc(-c2nnc(-c3ccco3)o2)cc1	5.8
CCCCCOc1ccc(C2C(C(C)=O)=C(C)Nc3ncnn32)cc1OC (stereo unspecified)	1.3&-2.6
CN(C)C(=O)Nc1cnc2ccccc2c1	0.6&-1.0
O=C(Nc1cccc(N=Cc2cccc([N+](=O)[O-])c2O)c1)c1ccco1	-3.7
Cn1c(=O)n(C)c2cc(S(=O)(=O)NCc3ccco3)ccc21	-5.1
CCOC(=O)c1ccc(CNS(=O)(=O)c2cccc3nsnc23)o1	10.4
O=C(NCCn1ccc2ccccc21)c1ccc(Br)cc1	-4.2
COC(=O)c1sc(N2C(=O)C(O)=C(C(=O)c3ccc(C)o3)C2c2ccc(F)cc2)nc1C (stereo unspecified)	-71.8
COC(=O)C1Cc2c([nH]c3ccccc23)C(c2ccccc2)N1 (stereo unspecified)	1.3
CN(Cc1ccccc1)c1ncnc2sc3c(c12)CCCC3	-3.3

# Going on with the list:
Molecule	14-3-3 PPI
COC(=O)c1ccc(OCCn2cnc3ccccc3c2=O)cc1	-8.7
Clc1ccc(C(c2ccccc2)N2CCNCC2)cc1 (stereo unspecified)	-13.7
CCCS(CC1CC1(Cl)Cl)=NS(=O)(=O)c1ccc(C)cc1 (stereo unspecified)	2.1
C=CSc1sc(Cl)c(N2CCCC2)c1[N+](=O)[O-]	-27.3
CCOc1ccc(N2C(=O)C3ON(c4ccccc4)C(c4ccc([N+](=O)[O-])cc4)C3C2=O)cc1 (stereo unspecified)	-5.7
Cc1cc(NC(=O)c2ccccc2Cl)ccc1I	-1.2
COC(=O)c1ccc(CSc2nc3c(c(=O)n2-c2ccccc2)SCC3)o1	-2.6&-28.5
CC(=O)N1CCN(c2ccc([N+](=O)[O-])c(NCc3ccccc3)c2)CC1	-8.3
Cc1nn(-c2ccccc2)c2sc(-c3n[nH]c(=S)o3)cc12	-8.4
CCOC(=O)C1=C(N)N(c2ccc(S(N)(=O)=O)cc2)C2=C(C(=O)CC(C)(C)C2)C1c1ccc(Br)s1 (stereo unspecified)	-10.6

# The list continues.
Molecule	14-3-3 PPI
CCCCCn1c(CN2CC(C)CC(C)C2)nc2c1c(=O)n(C)c(=O)n2C (stereo unspecified)	0.7
CCCCc1ccc(N2CC(C(=O)Nc3nc4ccccc4s3)CC2=O)cc1 (stereo unspecified)	-5.6
CCN(CC)c1ccc(NC(=O)C2(S(=O)(=O)c3ccc(C)cc3)CC2)c(C)c1	-1.6
COc1ccc(OC)c(C2=Nn3c(nnc3C3CCCCC3)SC2)c1	-12.7
COc1ccc(C2N(c3ccc(OC)cc3)C(=O)C3CCCN32)cc1 (stereo unspecified)	-1.7
CCOc1cc2c(cc1OCC)C1C(C(=O)N(C)Cc3ccccc3)c3ccccc3C(=O)N1CC2 (stereo unspecified)	-5.3
CC1CCCCN1CCCNC(=O)c1cc(-c2ccc(Br)s2)nc2ccccc12 (stereo unspecified)	-5.7
CCOC(=O)N1CCN(S(=O)(=O)c2cccc3ccc(C)nc23)CC1	2.1
COc1cccc(-c2cc(C(=O)Nc3cc(OC)c(OC)c(OC)c3)no2)c1	0.4
Cc1ccc(-n2c(=O)c3sccc3n(Cc3ccccc3F)c2=O)cc1F	3.7

# Continued:
Molecule	14-3-3 PPI
CCOC(=O)c1n[nH]c([N+](=O)[O-])c1Cl	-5.3
CC(C)(C)C(=O)C1C(c2cccc(Br)c2)C(C#N)(C#N)C2c3ccccc3C=CN12 (stereo unspecified)	-12.8
O=C(O)Cn1cc(Cl)c([N+](=O)[O-])n1	9.6
O=C(Cn1cnc2sc3c(c2c1=O)CCCC3)NCCCC(=O)N1CCN(c2ccc(F)cc2)CC1	-3.0
COC(=O)C1=C(C(=O)OC)SC(=C2C(=S)C(C)(C)N(C(=O)c3ccc(F)cc3)c3ccc(OC)cc32)S1	-2.6
CCN(CC)S(=O)(=O)c1cccc(C(=O)Nc2cc(C)nn2-c2nc(C)cc(C)n2)c1	-6.1
COc1ccccc1C1C(C(=O)c2sc(C)nc2C)=C(O)C(=O)N1CCN1CCOCC1 (stereo unspecified)	-7.9
CC(=O)c1c(C)[nH]c(C(=O)Nc2cccc(C)n2)c1C	-10.7
COc1ccc(-c2cc(C(=O)O)c3cc(C(C)C)ccc3n2)cc1	-4.8
CCOc1ccc(CCC(=O)O)cc1OCC	-1.2

# Reprinted from the part before: four compounds, followed by the next part.
Molecule	14-3-3 PPI
COc1ccccc1C1C(C(=O)c2sc(C)nc2C)=C(O)C(=O)N1CCN1CCOCC1 (stereo unspecified)	-7.9
CC(=O)c1c(C)[nH]c(C(=O)Nc2cccc(C)n2)c1C	-10.7
COc1ccc(-c2cc(C(=O)O)c3cc(C(C)C)ccc3n2)cc1	-4.8
CCOc1ccc(CCC(=O)O)cc1OCC	-1.2
Cc1ccc(C2C(=O)N(C3CCCC(C)C3C)CC(=O)N2C2CCCCC2)cc1 (stereo unspecified)	-1.8
CC(=O)c1ccc(NC(=O)c2ccc([N+](=O)[O-])c(C)c2)cc1	-5.9
CCCc1ccc(-c2ccc(C(=O)Oc3ccc(C)nc3)cc2)nc1	-2.1
Cc1[nH]c2ccccc2c1CCN1C(=O)C2CCCCC2C1=O (stereo unspecified)	0.5
CC(C)(CO)NC(=O)C(c1ccccc1)c1ccccc1	-12.9
c1ccc(Cn2ncc3c(N4CCCCC4)ncnc32)cc1	-14.0
COc1ccc(NC(=O)CN2CCN(S(=O)(=O)c3ccc(C(C)C)cc3)CC2)cc1OC	3.6
CCc1ccccc1NC(=O)c1cc2c(CO)cnc(C)c2oc1=Nc1cc(OC)cc(OC)c1	2.4
O=C(c1ccc(COc2ccccc2Cl)o1)N1CCN(Cc2ccc3c(c2)OCO3)CC1	-3.9
CCOc1ccccc1C(=O)Nc1ccccc1F	6.4

# (list continues)
Molecule	14-3-3 PPI
O=C(Nc1ccccc1C(F)(F)F)c1cc(S(=O)(=O)N2CCC3(CC2)OCCO3)ccc1F	-8.3
CCOC(=O)C(Cc1ccccc1)N1C(=O)C2CC=C(Cl)CC2C1=O (stereo unspecified)	-23.3
O=C(CSc1nnc(-c2ccco2)o1)N1CCc2ccccc21	0.1
Cc1ccc([N+](=O)[O-])cc1S(=O)(=O)Nc1cc(C)c(C)c(NS(=O)(=O)c2cc([N+](=O)[O-])ccc2C)c1	-32.5
COC(=O)c1ccc(C2C3=C(CC(c4ccc(C)cc4)CC3=O)Nc3ccccc3N2C(=O)C2CC2)cc1 (stereo unspecified)	-2.9
COc1ccc(NCc2nnc(SCC#N)n2-c2ccccc2OC)cc1	-4.3
O=C1CSC2(CCCCC2)N1c1ccc(F)cc1	2.0
CC(=O)c1cccc(-n2nnnc2SCC(=O)Nc2cccc(NC(=O)c3ccco3)c2)c1	-4.9

# Source: PubChem BioAssay
